Compound activity (PubChem BioAssay)
Growth percent in the NCI-60 one-dose screen (48 h, 10 µM unless noted): 100 = growth as untreated, 0 = no growth, -100 = all killed.
HL-60(TB) = HL-60(TB) leukemia cells; 78,000 tested, 9% active; active = growth percent below 10
Active calls of the source: *; & = joins results of further samples; ! = a repeat was not active.

SMILES | HL-60(TB)
COc1cc(C(=O)c2c(-c3ccccc3)oc3ccccc23)cc(OC)c1O | 5.1*
Cc1ccc([N+](=O)[O-])cc1O | 104&114
COc1cc(C(=O)N(c2ccc(F)cc2)C(C(=O)NCc2ccccc2)c2ccc(OC)c(OC)c2OC)cc(OC)c1OC (configuration not stated) | 104
O=c1[nH]nc(-c2ccc(Br)cc2)cc1Cc1cccc(Cl)c1 | 100
O=S(=O)(Nc1ncccn1)c1ccc(-n2c(-c3ccc(F)cc3)nc(-c3ccccc3)c2-c2ccccc2)cc1 | 70
Nc1ccc(-c2nc3ccc4[nH]ncc4c3c3c2CCCC3)cc1F | 8.9*
CCOC(=O)c1cc(C(=O)c2cc(OC)cc(OC)c2)n2ncccc12 | -22*
O=C(CNCCO)Nc1ccc2ncnc(Nc3ccc(OCc4cccc(F)c4)c(Cl)c3)c2c1 | 87
O=CN1N=C(c2ccc(F)cc2)CC1c1cn(Cc2ccc(Cl)cc2)c2ccccc12 (configuration not stated) | 75
COc1c(Cl)c2c(c(OC)c1OC)-c1ccc(SC)c(=O)cc1[C@@H](NC(=O)OCC(F)(F)F)CC2 | -35*
N=C1/C(=C2\Nc3ccccc3S2)CC(=O)N1c1ccc(C(N)=O)cc1 | 92
Nc1nonc1-n1nncc1-c1cccnc1 | 134
O=C(O)/C(=C\c1ccccc1[N+](=O)[O-])c1ccccc1 | 101
O=C(/C=C/c1ccc(Cl)cc1)/C=C/c1cc2ccccc2[nH]c1=O | 56
O=C(O)/C(O)=C(/O)C(=O)O | 83
C#CCOc1ccc(/C=N/Nc2nc(-c3ccc(F)cc3)cs2)cc1OC | 25
CCCCCCOc1ccc(/C=N/NC(N)=S)cc1 | 8.8*
Cc1c(O)cc(-c2cnc(N/N=C\c3ccc(Cl)cc3)s2)c(O)c1C | -3.0*
CC1(C)CC[C@]23CC[C@]4(C)[C@H](CC[C@@H]5[C@@]6(C)C/C(=C/c7ccccc7)C(=O)C(C)(C)[C@@H]6CC[C@]54C)[C@H]2[C@H]1OC3=O | 91
Cc1ccccc1NC(=O)CN(C)C | 88
COc1ccc([C@H]2c3[nH]c4ccccc4c3C[C@@H]3C(=O)N(C4CCN(CC5CCCCC5)CC4)CC(=O)N23)c(OC)c1 | 63
C[C@@H]1N=C(c2ccccc2)Nc2nc3ccccn3c2C1=O | 135
S=C(N/N=C\c1ccccc1)N/N=C/c1ccccc1 | 128
CCCC(=O)Oc1ccc(/C(=C(\C)c2ccccc2)c2ccc(OCCN(CC)CC)cc2)cc1 | 39
C=CCn1c(SCC(=O)Nc2ccc(C(=O)/C=C/c3ccc(Br)cc3)cc2)nnc1-c1c[nH]c2ccccc12 | 84
CCOC(=O)c1sc2ncnc(Nc3ccc(OCc4cccc(F)c4)c(Cl)c3)c2c1C | 94
O=C(O)c1ccc(Br)cc1C(=O)O | 106
O=C(CCN1CCCCC1)C(c1ccccc1)c1ccccc1 | 100
CCOC(=O)/C=C/c1ccc(OC)cc1 | 104
O=S(=O)(Nc1cccc2ccccc12)c1ccc(-c2cnc(C3CC3)o2)cc1 | -16*
Cc1noc(NS(=O)(=O)c2ccc(N=Nc3cc(N=Nc4ccc(S(=O)(=O)Nc5onc(C)c5C)cc4)c4c(NC(=O)C(Cl)Cl)cccc4c3OC(=O)C(Cl)Cl)cc2)c1C | 90
COc1cc(-c2nc(SCC(C)C)nc(Nc3ccccc3)c2C#N)cc(OC)c1OC | 82
O=c1ccn2c(n1)SC(c1ccccc1)C2 (configuration not stated) | 92
CCOC(=O)c1c2c(c(C)n1C)-c1[nH]ncc1CC2 | 85
O=C1C2=C(Nc3ccccc3N2)OC1c1c[nH]c2ccc(COc3ccccc3)cc12 (configuration not stated) | 91
NNC(=O)c1ccc(O)cc1 | 116
CC(C)(COC(=O)Nc1ccccc1)[N+](=O)[O-] | 60
Cc1ccc(-c2nc(N3CCCC3=O)sc2Br)cc1 | 91
O=c1oc2cc(OS(=O)(=O)c3ccccc3)c(Cl)cc2c2c1CCCCC2 | 75
C=CCn1cc(-c2nc3ccc(C(=C(C#N)C#N)c4ccccc4)cc3[nH]2)c2cc(-c3ccc4ccccc4c3)ccc21 | 114
COP(=S)(OC)Oc1ccc([N+](=O)[O-])c(Cl)c1 | 145
O=C(CSc1nnc(/C=C\c2ccco2)c(=O)[nH]1)c1ccc(Cl)cc1 | 81
CC(=O)c1cccc(Nc2ncnc3ccc(NC(=O)c4cccs4)cc23)c1 | 74
COc1ccc(/C=C2\C=C(c3ccccc3)N(Cc3ccccc3)C2=O)cc1OC | 11
C[C@H]1C=C(C[C@@H](O)CCCCCCCCCC[C@@H](O)[C@H]2CCC(=O)O2)C(=O)O1 | 102
COc1ccc2c(c1)CC/C(=C\c1cccnc1Cl)C2=O | 94
Cc1cc(-c2ccccc2)n(/N=C(\N)C(Cl)(Cl)Cl)c(=S)n1 | 111
c1cnc(NCCSSCCNc2ncccn2)nc1 | 108&101
COc1cc(CCn2nnc3c(NCCCO)ncnc32)cc(OC)c1 | 101
CCOC(=O)C(Cl)(Cl)Cl | 99
CCCNC(C)(C)COC(=O)Nc1ccccc1Cl | 107
CCOC(=O)c1cc(C(=O)c2cc(OC)c(OC)c(OC)c2)n2c1ccc1c3ccccc3ccc12 | 92
COc1ccc(-c2nc(NCC(=O)c3ccc(Cl)cc3)[nH]c(=O)c2C#N)cc1 | 105
Cc1ccccc1-c1nnc(SCc2nnc(-c3cccc([N+](=O)[O-])c3)o2)o1 | 98
COc1ccc(-c2ccn(S(=O)(=O)c3ccc(OC)cc3)n2)cc1 | 99
CC(C)[C@@H](C)/C=C/[C@@H](C)[C@H]1CCC2=C3C=CC4=CC(=O)CC[C@]4(C)[C@H]3CC[C@@]21C | 94

(further entries)
SMILES | HL-60(TB)
C[C@H]1CCC/C=C/[C@@H]2CC=C[C@H]2[C@H](O)/C=C/C(=O)O1 | 104
CCOc1ccccc1CN1CCc2nc3cc(C(C)(C)C)[nH]n3c(=O)c2C1 | 99
C[C@H](NC(=O)c1snnc1C1CC1)c1c(F)cccc1Cl | 146
Cc1cc([N+](=O)[O-])c2ccccc2[n+]1[O-] | -31*!
CC1(C)C(=O)CC[C@]2(C)[C@H]3C(=O)C=C4[C@@H]5C[C@@](C)(C(=O)Nc6cccc7cccnc67)CC[C@]5(C)CC[C@@]4(C)[C@]3(C)CC[C@@H]12 | 82
CC(CC(=O)O)S(=O)(=O)c1ccc([N+](=O)[O-])cc1 (configuration not stated) | 108
CC(CC(=O)c1ccc(F)cc1)N1CCN(c2ccccc2)CC1 (configuration not stated) | 91
Nc1ccc2c(=O)[nH][nH]c(=O)c2c1 | 122
O=C1CC2CC=CCN2C=C1c1cccs1 (configuration not stated) | 103
N#Cc1ccc2c(c1)OCO2 | 102
Nc1ccc(OCCOc2ccc([N+](=O)[O-])cc2)cc1 | 93
CC(=O)c1sc(/N=C2\NC(=O)/C(=C/c3cn(C)c4ccccc34)S2)nc1C | 100
COc1ccc(C(=O)/C=C/c2c(-c3ccc(Cl)cc3)nc3sc(C)nn23)cc1OC | 97
CCOC(=O)Cc1cnn(C)c1NC(=O)c1cc(C)ccc1NC(C)=O | 93
CC(C)(C)c1ccc(S(=O)(=O)Nc2ccc(NC(=O)C34CC5CC(CC(C5)C3)C4)cc2)cc1 | 96
CCN1C(=O)N(CC)C2Nn3c(s/c(=C4\C(=O)Nc5ccccc54)c3=O)=NC21 (configuration not stated) | 28

Overlap with the part before: 2 compounds, then new ones.
| structure | HL-60(TB) |
| --- | --- |
| CC(C)(C)c1ccc(S(=O)(=O)Nc2ccc(NC(=O)C34CC5CC(CC(C5)C3)C4)cc2)cc1 | 96 |
| CCN1C(=O)N(CC)C2Nn3c(s/c(=C4\C(=O)Nc5ccccc54)c3=O)=NC21 (configuration not stated) | 28 |
| C=COC(=O)CCOCC(CC)CCCC (configuration not stated) | 92 |
| CCOC(=O)c1c2c(n3ccc(NC(=O)OC(C)(C)C)cc13)C(=O)c1ncccc1C2=O | -34* |
| COc1ccc(/C=C(\C#N)c2cc3ccccc3n2C)cc1 | 0.4* |
| C/C([O-])=c1\c(C)nn2ccc[n+]12 | 84 |
| CNC1=CC(=O)c2c(C(=O)OC)c(C)[n+]([O-])c(C)c2C1=O | 29 |
| c1ccc(-c2noc3ncnc(Nc4ccc(N5CCOCC5)cc4)c23)cc1 | 103 |
| CCOC1C=CC(OC(C)=O)C(COC(C)=O)O1 (configuration not stated) | 108 |
| COc1ccc(-c2[nH]ncc2C2OC[C@@]3(C)[C@H]4CCC5(C)OC(C6=CCOC6=O)C[C@H]5[C@]4(C)CC[C@H]3O2)cc1 (some centres not stated) | 107 |
| O=S(=O)(c1ncsc1-c1ccccc1)N1CCN(c2ccccc2)CC1 | 101 |
| O=C1COc2cc(O)ccc21 | 98 |
| N=C(N)Sc1cc(O)ccc1O | 84 |
| CCCCCCCCOC(=O)c1ccc(O)c(OC)c1 | 31 |
| COc1ccc(Cn2nc3c(c2-c2ccc(OC)cc2)-c2oncc2CC3)cc1 | 80 |
| CCOC(=O)C1=C(C)N=C2Sc3ccccc3N2C1c1cn[nH]c1-c1ccc(F)cc1 (configuration not stated) | 65 |
| Cc1ccc(Nc2nc(-c3ccc(F)cc3)c(C#N)c(=O)n2C)cc1 | 90 |
| O=[N+]([O-])c1cccc(CO/N=C/c2ccccc2O)c1 | 55 |
| CC1=NN(c2ccc(S(=O)(=O)O)cc2)C(=O)/C1=C/c1ccc(Cl)cc1 | 98 |
| COc1ccc2nc3c(n2c1)C(=O)C(=O)c1ccccc1-3 | -49* |
| CCCCn1c(=N)c(S(=O)(=O)c2ccccc2)cc2c(=O)n3ccccc3nc21 | 106 |
| CCCCn1cnc2c(SC)nc(N)nc21 | 94 |
| COc1cc(-c2nn(CNc3ccc(C(C)=O)cc3)c(=S)o2)cc(OC)c1OC | 102 |
| CC(C)=CCC[C@](C)(O)[C@H]1CC[C@]2(C)[C@@H]1CC[C@@H]1[C@@]3(C)C/C(=C/c4ccco4)C(=O)C(C)(C)[C@@H]3CC[C@]12C | 119 |
| C/C(=N\NC(=O)Cn1c(C(C)C)nc2ccccc21)c1ccc(Br)c([N+](=O)[O-])c1 | 91 |
| O=C1C2C(C(=O)[N]1[Hg][c]1cccs1)C1(Cl)C(Cl)=C(Cl)C2(Cl)C1(Cl)Cl (configuration not stated) | -12* |
| COc1cc(C=Nc2cc(Cl)cc(Cl)c2)ccc1N(CCCl)CCCl | 88 |

An excerpt from above in order of SMILES length, smallest number first:
| structure | HL-60(TB) |
| --- | --- |
| CCCCn1cnc2c(SC)nc(N)nc21 | 94 |
| C/C([O-])=c1\c(C)nn2ccc[n+]12 | 84 |
| COc1cc(-c2nn(CNc3ccc(C(C)=O)cc3)c(=S)o2)cc(OC)c1OC | 102 |
| C/C(=N\NC(=O)Cn1c(C(C)C)nc2ccccc21)c1ccc(Br)c([N+](=O)[O-])c1 | 91 |

(next part)
| structure | HL-60(TB) |
| --- | --- |
| O=c1cc(Cn2cc(CSc3nc4cc(Cl)ccc4o3)nn2)c2ccccc2o1 | 118 |
| O=C(Nc1nnc(C(F)(F)F)s1)c1c(F)cccc1F | 88 |
| CC(C)S(=O)(=O)O | 99 |
| O=C1NC(=O)/C(=C/c2ccc(OCc3cc4ccccc4nc3Cl)cc2)S1 | 100 |
| COc1cc(CCC[P+](c2ccccc2)(c2ccccc2)c2ccccc2)c(OC)c(OC)c1OC | 66 |
| CC[C@H](CC[C@@H](C)[C@H]1CC[C@H]2[C@@H]3CC[C@@H]4/C(=C\c5ccco5)C(=O)/C(=C\c5ccco5)C[C@]4(C)[C@H]3CC[C@]12C)C(C)C | 90 |
| O=C(CC(=O)C(F)(F)C(F)(F)C(F)(F)F)c1ccc(Cl)s1 | 105 |
| Cc1c(CCO)c(=O)n2n1CCCC2 | 97 |
| N#Cc1c(-c2ccccc2)nc(SCC(=O)c2ccc(Br)cc2)[nH]c1=O | 100 |
| COc1cc(OC)cc(/C(C#N)=C/c2nc3c(N4CCOCC4)nc(Cl)nc3n2C)c1 | 109 |
| O=C1c2cc3c(cc2-c2c1c1cc(F)c(F)cc1c(=O)n2CCCn1ccnc1)OCO3 | -15* |
| O=[N+]([O-])/C(=C\c1ccco1)c1ccccc1 | 86 |
| O=C1/C(=N\O)C(c2ccccc2)Oc2ccccc21 (configuration not stated) | 95 |
| COc1ccc(NC(=S)N/N=C/c2ccnc(F)c2)cc1 | 54 |
| CCN(CC)N=Nc1ccc(S(N)(=O)=O)cc1 | 108 |
| CCN1CCN(C(=O)[C@]23CC[C@@H](C)[C@H](C)[C@@H]2C2=CC[C@@H]4[C@@]5(C)C/C(=C/c6cccnc6)C(=O)C(C)(C)[C@@H]5CC[C@@]4(C)[C@]2(C)CC3)CC1 | -38* |
| COc1cc(C(O)CCN(CCO)Cc2ccccc2)cc(OC)c1OC (configuration not stated) | 98 |
| O=C(CCc1nnc2sc(OCc3ccccc3)nn12)c1nc2ccc([N+](=O)[O-])cc2[nH]1 | 98 |
| C[C@]12CCC3[C@@H](CC[C@@]45O[C@@H]4C(O)=C(C#N)C[C@]35C)C1CC[C@@H]2O (some centres not stated) | 93 |
| CC(C)(C(O)c1ccccc1)[N+](=O)[O-] (configuration not stated) | 105 |
| O=C1NC(=NC2CCCCCC2)N/C1=C\c1ccc2ncoc2c1 | 30 |
| Cn1cccc1-c1cc(-c2ccc(Br)cc2)n(Cc2ccccc2)c(=O)c1C#N | 90 |
| COc1ccc(-c2ccc(SCC(=O)NCCc3ccc(S(N)(=O)=O)cc3)nn2)cc1 | 60 |
| O=S(=O)(c1ccccc1)n1ccc2c1-c1oncc1CCC2 | 100 |
| CC[C@@H](C)[C@H](NC(=O)Cn1cc(CNC(=O)[C@@H](NC(=O)OCc2ccccc2)C(C)C)nn1)C(=O)O | 113 |
| COc1cc2c3c(n(CCCN4CCN(CCCn5c6c(c7cc(OC)c(OC)cc7c5=O)C(=O)c5cc7c(cc5-6)OCO7)CC4)c(=O)c2cc1OC)-c1cc2c(cc1C3=O)OCO2 | 76 |

Reprinted at random: four records from the list, in no set order.
| structure | HL-60(TB) |
| --- | --- |
| CC[C@@H](C)[C@H](NC(=O)Cn1cc(CNC(=O)[C@@H](NC(=O)OCc2ccccc2)C(C)C)nn1)C(=O)O | 113 |
| CCN1CCN(C(=O)[C@]23CC[C@@H](C)[C@H](C)[C@@H]2C2=CC[C@@H]4[C@@]5(C)C/C(=C/c6cccnc6)C(=O)C(C)(C)[C@@H]5CC[C@@]4(C)[C@]2(C)CC3)CC1 | -38* |
| O=C1c2cc3c(cc2-c2c1c1cc(F)c(F)cc1c(=O)n2CCCn1ccnc1)OCO3 | -15* |
| O=C1NC(=O)/C(=C/c2ccc(OCc3cc4ccccc4nc3Cl)cc2)S1 | 100 |

The list is partial; count on the stated rates, not on these rows.
